D2 ag: HTS Assay for Allosteric Agonists of the Human D2 Dopamine Receptor: Primary Screen for Agonists | HEK293 T-REx D2 cells, calcium flux agonist mode | actives 0.53% (n = 340,000) | activation, % at 2 µM | D(2) dopamine receptor (Homo sapiens), P14416;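 active = activation over 3 SD above normal in the single-dose calcium agonist read, cut at about 30% in these data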; also: 0% is about no effect
Target sequence (P14416 whole entry, looked up): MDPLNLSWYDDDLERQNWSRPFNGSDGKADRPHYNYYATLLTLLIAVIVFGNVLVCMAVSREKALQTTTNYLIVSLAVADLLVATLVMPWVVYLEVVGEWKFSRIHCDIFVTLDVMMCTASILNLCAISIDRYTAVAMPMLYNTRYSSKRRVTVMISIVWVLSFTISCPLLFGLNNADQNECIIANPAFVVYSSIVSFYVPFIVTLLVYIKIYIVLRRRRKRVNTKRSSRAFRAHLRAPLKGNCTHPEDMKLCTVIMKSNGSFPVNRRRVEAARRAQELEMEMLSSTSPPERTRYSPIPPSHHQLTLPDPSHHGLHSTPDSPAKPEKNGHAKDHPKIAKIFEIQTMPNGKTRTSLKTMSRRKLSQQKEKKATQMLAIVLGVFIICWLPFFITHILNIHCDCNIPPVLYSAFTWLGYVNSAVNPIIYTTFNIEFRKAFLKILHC
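Tetracycline-induced HEK293 Trex cells with D2 receptor force-coupled to calcium signaling, plated overnight at 30 C and loaded with no-wash calcium dye. Calcium flux read kinetically for 180 s after compound addition; responses flag agonists.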
TrxR1 inh: qHTS Assay for Inhibitors of Mammalian Selenoprotein Thioredoxin Reductase 1 (TrxR1): qHTS; recombinant rTrxR1, NADPH fluorescence consumption, selenite substrate; actives 1% (n = 390,000); Thioredoxin reductase 1, cytoplasmic (Rattus norvegicus), O89049; Potency, µM (series often up to 114 µM), inactives show top-dose activity change, negative = inhibition, actives largely listed as inhibitors; also: potency is read from the fitted curve at half-maximal effect; % is scaled to controls: 0 for no effect and ±100 for the full control effect; nearly all actives have a fitted effect of over 65% in size
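Rat TrxR1 (90 nM in the dispensed reagent) was pre-reduced with 400 uM NADPH for 5 min at room temperature, then incubated with compound for 15 min. After 400 uM selenite was added, NADPH fluorescence (Ex 340/Em 450 nm) was followed for 8 min.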
PI4K2A block: qHTS for small molecular inhibitors of PI4K2A. activity change, negative = inhibition, % at 76.9 µM. actives 0.13% (n = 420,000). Phosphatidylinositol 4-kinase type 2-alpha (Homo sapiens), Q9BTU6. purified PI4K2A, ADP-Glo luminescence, 1 h; stronger effect = lower value; in the data active = activity change below about -50%; inconclusive = mostly about -30% to -49%;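 also: -100% = wells without enzyme as full effect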
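PI4K2A activity was measured by ADP-Glo luminescence: enzyme (4 ug/mL stock) and phosphatidylinositol (1.2 mM stock) in Tris pH 7.5/MgCl2/EGTA/Triton X-100 buffer were reacted with ATP (300 microM stock) for one hour at ambient temperature.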
TRHR ag: qHTS for Small Molecule Agonists and Allosteric Enhancers of Human TRH Receptor: Primary Screen for Agonists; TRHR cells, calcium flux fluo-8, FDSS agonist mode; Thyrotropin-releasing hormone receptor (Homo sapiens), P34981; activation, % at 2 µM; actives 0.18% (n = 360,000); in the data active = activation above about 30%; also: 0% is about no effect
Target sequence (P34981 whole entry, looked up): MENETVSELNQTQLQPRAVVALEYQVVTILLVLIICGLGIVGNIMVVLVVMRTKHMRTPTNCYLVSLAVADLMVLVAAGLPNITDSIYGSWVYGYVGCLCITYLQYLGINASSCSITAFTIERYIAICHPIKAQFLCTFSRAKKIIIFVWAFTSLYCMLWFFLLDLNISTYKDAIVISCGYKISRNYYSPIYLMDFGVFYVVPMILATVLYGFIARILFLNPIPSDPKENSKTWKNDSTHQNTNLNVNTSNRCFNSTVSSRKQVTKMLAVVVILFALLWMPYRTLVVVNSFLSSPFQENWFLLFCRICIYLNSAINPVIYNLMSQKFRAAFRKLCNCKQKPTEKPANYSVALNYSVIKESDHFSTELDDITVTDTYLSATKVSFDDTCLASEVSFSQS
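Read-out: compound-evoked intracellular calcium rise in TRHR cells, fluo-8 dye, kinetic FDSS fluorescence at 1 s/cycle following a 10-cycle baseline. Cells cultured overnight before dye loading (30 min–1.5 h, RT).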
D2 antag: HTS Assay for Allosteric Antagonists of the Human D2 Dopamine Receptor: Primary Screen for Antagonists; actives 2% (n = 340,000); AID 485344, 2010; HEK293 TREx D2 cells, calcium flux, dopamine EC80; D(2) dopamine receptor (Homo sapiens), P14416; inhibition, % at 10 µM; in the data active = inhibition above about 30%; also: 0% is about no effect
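Read-out: kinetic calcium fluorescence (1 cycle/s) in inducible HEK293 T-REx D2 cells after an EC80 dopamine addition that followed 180 s compound preincubation. Loss of the dopamine response indicates antagonism.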
TRHR enhancer: qHTS for Small Molecule Agonists and Allosteric Enhancers of Human TRH Receptor: Primary Screen for Enhancers. enhancement, % at 2 µM. TRHR cells, fluo-8 calcium fluorescence, EC20 TRH enhancement. Thyrotropin-releasing hormone receptor (Homo sapiens), P34981. actives 0.66% (n = 360,000); in the data active = enhancement above about 30%; also: 0% is about no effect
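Enhancer read-out: after compound pinning and an initial kinetic agonist-mode read, an EC20 of TRH (10 nM final) was injected and fluo-8 calcium signal (Ex 480/Em 530) followed at 1 s/cycle for 100 cycles in TRHR-expressing cells.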
mIDH1 inhibitor: qHTS for Inhibitors of mutant isocitrate dehydrogenase 1 (IDH1): qHTS; Isocitrate dehydrogenase [NADP] cytoplasmic (Homo sapiens), O75874; IDH1-R132H enzyme, NADPH consumption, diaphorase/resazurin fluorescence; Potency, µM (highest dose often 76.6 µM), inactives show top-dose activity change, negative = inhibition, actives largely listed as inhibitors; actives 0.093% (n = 390,000); AID 602179, 2012; also: potency is read from the fitted curve at half-maximal effect; % is scaled to controls: 0 for no effect and ±100 for the full control effect; nearly all actives have a fitted effect of over 65% in size
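IDH1-R132H (0.5 ug/mL) preincubated 30 min with compound, then NADPH (0.016 mM) and alpha-KG (2 mM) added; 80 min at RT, pH 7.5. Remaining NADPH coupled via diaphorase/resazurin to fluorescence (540/590 nm); concentration-response curves normalized to no-enzyme control.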
USP1-UAF1 inh: Inhibitors of USP1/UAF1: Primary Screen | Ubiquitin carboxyl-terminal hydrolase 1 (Homo sapiens), O94782 | recombinant USP1/UAF1, Ub-Rhodamine cleavage fluorescence | Potency, µM (doses to about 57.1 µM), for the others: top-dose activity change, negative = inhibition, most hits filed as inhibitors | actives 0.23% (n = 390,000); also: potency is read from the fitted curve at half-maximal effect; % is scaled to controls: 0 for no effect and ±100 for the full control effect; nearly all actives have a fitted effect of over 60% in size; inactives centre near -12
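USP1/UAF1 complex (1 nM) preincubated 15 min at room temperature with compound, then Ub-Rho substrate (150 nM final) added. Kinetic fluorescence at 480/540 nm over 6 reads at 60 s intervals; 50 mM HEPES pH 7.8, 0.5 mM EDTA, 0.1 mg/ml BSA, 1 mM TCEP, 0.01% Tween-20.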
TrxR1 substrate: qHTS Assay for Substrates of Mammalian Selenoprotein Thioredoxin Reductase 1 (TrxR1): qHTS | Potency, µM (doses to about 114 µM), without a hit: top-dose activity change, negative = substrate turnover | actives 0.01% (n = 390,000) | Thioredoxin reductase 1, cytoplasmic (Rattus norvegicus), O89049 | purified TrxR1 substrate turnover, NADPH consumption readout; also: potency is read from the fitted curve at half-maximal effect; % is scaled to controls: 0 for no effect and ±100 for the full control effect; nearly all actives have a fitted effect of over 50% in size
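Rat TrxR1, dispensed at 90 nM, was prereduced with 400 uM NADPH (final) for 5 min at ~22 deg C, then incubated with compound 15 min before 400 uM selenite. A first-read NADPH fluorescence drop versus no-compound background flagged substrates.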
The depositor's hits bear a star; u = inconclusive; x = no result given; & = joins results of further samples; [ ] = remark or other dose. Unless noted, calls follow the shape of the dose curve; as a rule, active = well fitted inhibition curve with a large enough effect; inconclusive = small, poorly fitted or top-dose-only effect; inactive = no such curve, though single readings can be large or run the other way. The order is random; about 3.9% have a hit in one of these screens.

SMILES	D2 ag	TrxR1 inh	PI4K2A block	TRHR ag	D2 antag	TRHR enhancer	mIDH1 inhibitor	USP1-UAF1 inh	TrxR1 substrate
Cc1cccc(C(=O)Nc2cccc(C(=O)Nc3cc(C)ccn3)c2)c1	-0.3	13%	-1	0.5	-9	6	-3%	-19%	0%
O=C1CCC(C(=O)N2CCSCC2)CN1Cc1cccc(C(F)(F)F)c1 (stereo unspecified)	0.3	-17%	-1	1.4	9	-1	6%	-8%	-12%
Cc1ccc(C2CC(c3cccs3)=NN2C(=O)CSc2nc(=O)n3cc(C)ccc3n2)cc1 (stereo unspecified)	-1.4	-4%	-2	-0.4	-1	-9	2%	-23%	-2%
C=CCSc1nnc(NC(=O)CSc2nc3ccccc3[nH]2)s1	-0.7	-3%[57.1 µM]	-11	-0.2	-4	1	0%	-23%	10%[57.1 µM]
Nc1nc(SCC(=O)Nc2ccccc2-c2ccccc2)n[nH]1	-0.5	16%	4	0.1	-16	0	3%	-3%	2%
COc1cccc(CNC(=O)c2n[nH]c3ccccc23)c1	-0.4	-12%	1	0.1	-2	12	-8%	-24%	-10%
CC1CCN(S(=O)(=O)c2ccc3c(c2)N(C)C(=O)CC(=O)N3C)CC1	-0.5&0.5	27%&6%	1&0	-0.1&0.4	2	4&2	13%&-12%	-23%&-2%	0%&5%
Cc1nn(C)c(C)c1CNC(=O)Nc1cccc(Cl)c1C	-0.2	8%[57.1 µM]	3	1.1	-17	12	-4%	-26%	7%[57.1 µM]
Nc1ccccc1SCC(O)Cn1ccc2ccccc21 (stereo unspecified)	0.4	-1%[57.1 µM]	1	-0.1	-3	-10	3%	-3%	-5%
COc1ccc(N2CCN(C(=O)c3ccc(F)cc3)CC2)c([N+](=O)[O-])c1	x	24%	-1	0.6	x	-2	2%	3%	4%
Cc1cc2c(sc3c(C)ccc(C)c32)c(C)n1	-0.7	10%[57.1 µM]	-3	-1.7	20	-6	-4%	u	1%[57.1 µM]
Cc1ccc(-c2nc(S(=O)(=O)c3ccc(C)cc3)c(N3CCOCC3)o2)cc1	-0.2	u	5	0.4	-17	-1	-1%	-17%	4%[57.1 µM]

3 of these compounds in a different format:
SMILES,D2 ag,TrxR1 inh,PI4K2A block,TRHR ag,D2 antag,TRHR enhancer,mIDH1 inhibitor,USP1-UAF1 inh,TrxR1 substrate
Cc1ccc(C2CC(c3cccs3)=NN2C(=O)CSc2nc(=O)n3cc(C)ccc3n2)cc1 (stereo unspecified),-1.4,-4%,-2,-0.4,-1,-9,2%,-23%,-2%
Nc1ccccc1SCC(O)Cn1ccc2ccccc21 (stereo unspecified),0.4,-1%[57.1 µM],1,-0.1,-3,-10,3%,-3%,-5%
O=C1CCC(C(=O)N2CCSCC2)CN1Cc1cccc(C(F)(F)F)c1 (stereo unspecified),0.3,-17%,-1,1.4,9,-1,6%,-8%,-12%

The list goes on:
SMILES	D2 ag	TrxR1 inh	PI4K2A block	TRHR ag	D2 antag	TRHR enhancer	mIDH1 inhibitor	USP1-UAF1 inh	TrxR1 substrate
COc1cccc(C(=O)O/N=C(\N)c2ccccn2)c1	0.7	35%	-73*	-0.5	-8	3	3%	-8%	9%
CCN(C(=O)COC(=O)C1CCN(S(=O)(=O)c2ccc(C)c(C)c2)CC1)C1CCS(=O)(=O)C1 (stereo unspecified)	2.8	7%	4	6.7	11	-15	10%	-8%	4%
O=C(CCc1nnc(Cc2cccc(C(F)(F)F)c2)o1)NCCc1ccccc1F	1.3	-3%	5	-0.7	-2	-3	-7%	-20%	-15%
C/C(=N/O)c1ccccn1	1.6	14%	2	0.6	12	-4	-3%	-5%	1%
CCOc1ccc2nc(N3CCCC(C(=O)NCCCN4CCCCC4)C3)sc2c1 (stereo unspecified)	0.3	8%	-4	-0.2	5	1	-6%	-25%	-2%
CCN(CC)C(=O)CSc1nc(O)c(Cc2ccc(OC)cc2)c(=O)[nH]1	-0.5	24%	-2	1.0	-25	24	11%	3%	-4%
Cn1c2ccccc2c2c(C(=O)NCCCN3CCCC3=O)cn(C3CCCCC3)c(=O)c21	0.6	3%	5	0.6	10	-5	11%	-14%	71%[activator]
CCOC(=O)c1c(Nc2cccc(O)c2)nnc(-c2ccccc2)c1-c1ccccc1	-2.0	-1%	1	-0.9	x	-12	2%	-35%	-3%
Clc1ccc(CN2CCSCC2)c(Cl)c1	0.9	3%[57.1 µM]	-12	-0.3	3	3	0%	-21%	5%[57.1 µM]
Cc1ccccc1S(=O)Cc1ccc(C(=O)NCc2ccccc2Cl)o1 (stereo unspecified)	0.2	26%	1	-1.3	x	-10	-9%	-26%	2%
COc1cccc(NS(=O)(=O)c2ccc3[nH]cc(C(=O)N4CCCCCC4)c(=O)c3c2)c1	-0.3	11%	2	-0.7	x	-2	7%	-25%	8%
CCCC(=O)N(Cc1cc(=O)[nH]c2ccccc12)c1ccccc1C	-2.0	6%	0	0.2	-19	-7	-3%	4%	7%[57.1 µM]
O=[N+]([O-])c1ccccc1C=NNc1ccccc1	x	2%[57.1 µM]	1	x	x	x	-2%	-12%	-12%[57.1 µM]
CC(C)c1ccc(NC(=O)Cn2c(=O)oc3ccccc32)cc1	-3.2	8%	-3	-0.9	-7	11	3%	-5%	0%
O=C(NNC(=O)C1CCCN(S(=O)(=O)c2cccc(F)c2)C1)C1CC1 (stereo unspecified)	1.3	17%[57.1 µM]	-7	1.4	-9	-1	8%	-9%	9%
C[n+]1ccccc1/C=C/c1c(F)cccc1F	-0.2	u	1	0.5	5	-2	-13%	-14%	-19%
O=C(Nc1nc(-c2cc3ccccc3oc2=O)cs1)c1ccco1	0.4	-11%	-1	0.5	9	1	-1%	-18%	17%
CCCCN(C(=O)c1ccc2c(c1)OCO2)C1CCS(=O)(=O)C1 (stereo unspecified)	1.9	5%[57.1 µM]	0	0.0	-26	-1	11%	-11%	2%[57.1 µM]
CCc1cc(=O)oc2cc(OC3CCCCC3=O)ccc12 (stereo unspecified)	-1.4	18%	-4	1.2	2	-2	-8%	-5%	86%[activator]
CC(C)(C)NC(=O)NC(=O)COC(=O)C1CC(=O)N(Cc2ccccc2)C1 (stereo unspecified)	0.1	6%	3	-0.4	0	-5	3%	-3%	0%
NC(=O)c1ccc(NC(=O)COC(=O)c2ccccc2Nc2ccccc2)cc1	9.6	12%	-3	1.7	-19	-3	6%	-1%	5%
Cc1cc(NC(=O)/C=C/c2ccc(F)cc2)n(-c2nc3ccccc3[nH]2)n1	-0.2	3%[57.1 µM]	9	0.9	-9	5	6%	-17%	8%[57.1 µM]
CCN(CC)CCNC(=O)c1ccc(NC(=O)c2cccc(S(=O)(=O)Nc3ccc(C)cc3)c2)cc1	1.0	18%	-2	0.1	2	0	-3%	-19%	1%
CCOC(=O)C1=C(C)N(C)C(C)=C(C(=O)OCC)C1c1ccncc1	-1.4	-2%	-7	-0.4	1	0	3%	6%	-4%
N#Cc1ccc(Cl)cc1NC(=O)CSc1nc2nc(-c3cccs3)cc(C(F)(F)F)c2c(=O)[nH]1	-0.2	x	x	-0.2	-10	17	x	x	x
COc1cccc(CNC(=O)C2CCCN(S(=O)(=O)c3cn(C)cn3)C2)c1 (stereo unspecified)	x	10%[57.1 µM]	0	0.4	x	-2	-4%	-5%	5%[57.1 µM]
CC(C)(C)c1ccccc1NC(=O)N1CCNC(=O)C1CC(=O)Nc1ccc(F)cc1 (stereo unspecified)	0.2	7%	-1	0.6	-7	-7	14%	-20%	1%
CC1CCCC(NC(=O)CSc2cccc[n+]2[O-])C1C (stereo unspecified)	x	30%	-8	x	x	x	3%	-3%	12%
Cc1ccc(NC(=O)COc2ncnc3ccccc23)cc1S(=O)(=O)N1CCOCC1	-0.6	5%	-3	-0.3	8	0	5%	-14%	-4%
O=C(NCC(c1ccco1)N1CCN(c2ccccc2F)CC1)c1ccc2c(c1)OCO2 (stereo unspecified)	2.7	7%	5	-0.1	-13	4	2%	-6%	-3%
O=C1c2ccccc2C(=O)N1CCCn1c2ccc(Cl)cc2c2nc3ccccc3nc21	x	-15%	3	x	x	x	3%	-20%	-10%
CCOc1ccc(S(=O)(=O)Nc2ccc3c(c2)OCO3)cc1	-0.4	-3%[57.1 µM]	-6	-0.7	-8	-3	2%	-7%	-8%[57.1 µM]
CC(/C=C/c1ccc(O)cc1)=NNc1ccccc1	x	-18%	-3	x	x	x	3%	-18%	-3%
Brc1ccccc1-c1nnc(CSc2nnc3sc4ccccc4n23)o1	-0.2	6%	1	-0.3	2	6	0%	1%	0%
COc1ccccc1N1CCN(CC(O)COc2ccc(C)cc2C(C)(C)C)CC1 (stereo unspecified)	-1.5	1%	-11	1.5	x	6	13%	u	-12%
CN(C)S(=O)(=O)c1ccc(NC(=S)NC(=O)c2cccs2)cc1	-1.9	u	5	0.0	-6	6	0%	-14%	-5%[57.1 µM]
O=C(COc1ccc(Cl)cc1)NCCNC(=O)c1cnccn1	0.1	14%[57.1 µM]	-21	0.9	0	1	-5%	-7%	-7%

High-throughput results (PubChem BioAssay)
